Source: PubChem
Cav3 T inh: inhibitors of human Cav3.2 T-type calcium channel. B-score at 10 µM. actives 4% (n = 100,000). O95180. Cav3.2-expressing cells, Fluo-4 calcium fluorescence FDSS; hits give low values. AID 449739;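 active = single-dose well whose peak fluorescence ratio is a statistical outlier from its plate by either plate-standardised score or position-corrected B-score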
Target sequence (O95180 whole entry, looked up): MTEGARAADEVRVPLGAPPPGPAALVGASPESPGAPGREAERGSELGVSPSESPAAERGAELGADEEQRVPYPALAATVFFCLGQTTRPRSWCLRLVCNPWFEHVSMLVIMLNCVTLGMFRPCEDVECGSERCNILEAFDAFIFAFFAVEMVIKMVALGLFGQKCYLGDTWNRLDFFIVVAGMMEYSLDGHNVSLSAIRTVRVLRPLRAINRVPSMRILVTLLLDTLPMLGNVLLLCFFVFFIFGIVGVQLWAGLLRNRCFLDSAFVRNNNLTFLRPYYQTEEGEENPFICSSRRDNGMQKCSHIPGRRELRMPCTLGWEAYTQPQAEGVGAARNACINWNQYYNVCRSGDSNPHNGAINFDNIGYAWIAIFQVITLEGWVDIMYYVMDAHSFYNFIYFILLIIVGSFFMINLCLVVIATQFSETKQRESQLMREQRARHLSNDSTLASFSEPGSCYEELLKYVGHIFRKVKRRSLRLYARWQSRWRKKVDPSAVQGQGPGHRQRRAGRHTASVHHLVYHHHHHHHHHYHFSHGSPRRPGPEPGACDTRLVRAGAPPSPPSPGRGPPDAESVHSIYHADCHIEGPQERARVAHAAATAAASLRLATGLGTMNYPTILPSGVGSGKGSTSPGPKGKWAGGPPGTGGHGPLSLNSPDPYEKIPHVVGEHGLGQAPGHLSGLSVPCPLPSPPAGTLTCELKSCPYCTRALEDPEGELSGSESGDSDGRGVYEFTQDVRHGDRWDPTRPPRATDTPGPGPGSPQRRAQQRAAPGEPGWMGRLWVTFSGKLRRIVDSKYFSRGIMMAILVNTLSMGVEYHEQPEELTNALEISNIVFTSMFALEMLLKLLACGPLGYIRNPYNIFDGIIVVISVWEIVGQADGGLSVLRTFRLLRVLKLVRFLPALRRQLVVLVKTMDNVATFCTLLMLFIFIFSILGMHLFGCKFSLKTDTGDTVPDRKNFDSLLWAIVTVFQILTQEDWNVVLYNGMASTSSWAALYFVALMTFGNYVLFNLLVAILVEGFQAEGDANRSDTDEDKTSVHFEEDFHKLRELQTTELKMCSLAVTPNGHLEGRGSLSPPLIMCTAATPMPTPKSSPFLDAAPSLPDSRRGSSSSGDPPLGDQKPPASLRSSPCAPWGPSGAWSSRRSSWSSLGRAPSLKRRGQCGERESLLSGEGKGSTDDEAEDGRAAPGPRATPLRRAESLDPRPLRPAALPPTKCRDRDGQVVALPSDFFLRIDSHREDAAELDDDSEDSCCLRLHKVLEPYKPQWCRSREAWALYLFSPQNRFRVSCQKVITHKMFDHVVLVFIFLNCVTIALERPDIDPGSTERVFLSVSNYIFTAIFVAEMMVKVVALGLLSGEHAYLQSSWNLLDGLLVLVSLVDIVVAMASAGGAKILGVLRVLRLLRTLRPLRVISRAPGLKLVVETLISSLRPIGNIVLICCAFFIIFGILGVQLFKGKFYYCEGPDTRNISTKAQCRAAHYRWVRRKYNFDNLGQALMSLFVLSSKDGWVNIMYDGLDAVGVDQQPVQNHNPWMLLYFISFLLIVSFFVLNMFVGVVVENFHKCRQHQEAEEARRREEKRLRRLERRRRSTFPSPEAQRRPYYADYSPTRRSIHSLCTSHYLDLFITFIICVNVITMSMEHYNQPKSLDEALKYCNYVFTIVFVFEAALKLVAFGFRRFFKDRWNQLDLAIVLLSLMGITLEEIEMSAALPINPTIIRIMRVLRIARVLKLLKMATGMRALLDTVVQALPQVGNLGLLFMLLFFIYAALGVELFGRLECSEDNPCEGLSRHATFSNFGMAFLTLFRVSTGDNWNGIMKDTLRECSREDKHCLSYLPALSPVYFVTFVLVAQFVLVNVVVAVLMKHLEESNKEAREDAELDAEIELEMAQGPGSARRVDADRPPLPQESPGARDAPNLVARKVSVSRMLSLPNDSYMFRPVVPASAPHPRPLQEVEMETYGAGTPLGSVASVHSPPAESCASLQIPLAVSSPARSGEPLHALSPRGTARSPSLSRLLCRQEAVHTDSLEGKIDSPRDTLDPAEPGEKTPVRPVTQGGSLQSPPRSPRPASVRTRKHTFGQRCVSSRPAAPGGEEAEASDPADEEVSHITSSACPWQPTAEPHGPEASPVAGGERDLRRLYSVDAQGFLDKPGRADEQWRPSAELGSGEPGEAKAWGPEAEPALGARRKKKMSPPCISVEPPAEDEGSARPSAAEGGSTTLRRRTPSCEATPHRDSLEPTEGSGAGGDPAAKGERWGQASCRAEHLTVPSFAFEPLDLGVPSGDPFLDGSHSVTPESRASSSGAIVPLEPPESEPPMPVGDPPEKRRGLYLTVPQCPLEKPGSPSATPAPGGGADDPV
An asterisk follows results filed as active. Not all compounds are listed, so the mix of outcomes need not match the whole.

SMILES | Cav3 T inh
COc1ccc(NC(=O)NC2CC3CCCC(C2)N3Cc2ccccc2)cc1 (stereo unspecified) | -0.754
CC(=O)c1ccc2c(c1)N(C)c1ccccc1S2 | -0.559
O=C1c2ccccc2S(=O)(=O)c2cc(N3CCN(c4ccccc4)CC3)ccc21 | -0.0527
O=C1CCCC(NCCCCCCNC2=C([N+](=O)[O-])C(=O)CCC2)=C1[N+](=O)[O-] | 0.103
CC(C)CC(=O)Nc1ccccc1-c1nnn(CC(=O)N2CCOCC2)n1 | 1.93
Brc1ccc(/C=C/C=N/Nc2nc3ccccc3s2)cc1 | 0.644
NC(=O)CN1CCN(C(=O)Nc2ccccc2)CC1 | -0.375
NC(=O)c1c(NC(NC(=O)c2ccco2)(C(F)(F)F)C(F)(F)F)sc2c1CCCC2 | -0.0516
Cc1noc(C)c1COC(=O)c1ccccc1Sc1ccccc1C#N | -3.52
Cc1ccc(NC(=O)C2CCCN2C(=O)NC2CCCCC2)c(C)c1 (stereo unspecified) | -0.288
CS(=O)(=O)N1CCN(c2nc(-c3ccc(F)cc3)cs2)CC1 | 0.39
CC(C)Oc1cccc(C(=O)O)c1 | -0.0695
CN(C)S(=O)(=O)c1ccc(NC(=O)c2cccnc2)cc1 | -2.14
CCOc1cc(/C=C2/SC(=O)N(CC(=O)N3CCc4ccccc4C3)C2=O)ccc1OCC(=O)O | 0.126
O/N=C/c1ccccc1OCc1ccc(Cl)cc1 | -2.22
Cc1ccccc1N=C1Nc2ccccc2CS1 | 0.012
Cc1c(C(=O)N2CCN(CCc3ccccc3)CC2)oc2ccccc12 | -0.166
Cc1ccc(C)n1-n1cnc2sc3c(c2c1=O)CCC3 | -0.808
Cc1nn2c(N)csc2nc1=O | 0.721
Cc1[nH]nc2c1-c1nc3ccccc3nc1C(C)(C)C2 | -1.72
Cc1ccccc1NC(=O)c1ccc2c(c1)OCCO2 | 0.539
O=C1CC(c2ccc(O)cc2)Oc2cc(O)cc(O)c21 (stereo unspecified) | 0.352
CN(C(=O)c1ccco1)c1nc2c(s1)CCCC2 | 0.51
CCOC(=O)Nc1c(C(=O)OC)[nH]c2cccc(OC)c12 | -0.474
Cc1ccc(NC(=O)CSc2nnc(CCNC(=O)OC(C)(C)C)o2)c(C)c1 | 0.944
SMILES | Cav3 T inh
O=C(NCc1ccccc1)c1onc(CSc2ccncc2)c1C(=O)NCc1ccccc1 | -0.591
CCS(=O)(=O)CCSc1nc2ccccc2s1 | -0.836
CCCOc1cccc(C2/C(=C(/O)c3ccc(F)cc3)C(=O)C(=O)N2CCN(C)C)c1 (stereo unspecified) | 0.305
c1cc(-c2nnc3n2CCCCC3)ccn1 | 0.55
CC(C)CNC(=O)CSc1nnc(-c2ccccn2)n1Cc1ccccc1 | -0.122
CCOC(=O)[C@@H]1[C@H]2COc3ccccc3[C@@H]2N2C(=O)N(c3cccc(F)c3)C(=O)[C@]12C | 0.399
COC(=O)[C@@H]1C[C@@H]2CC[C@@H](O)C[C@@H]2N1Cc1ccccc1OS(=O)(=O)c1ccc(C)cc1 | 0.439
CCC(=O)Oc1cccc(C(=O)Nc2ccc(-c3nnc(-c4ccco4)o3)cc2)c1 | -0.296
Nc1ccc(SCCN2C(=O)c3ccccc3C2=O)cc1 | -0.472
C=CCc1ccccc1OCC(O)CNC(C)C (stereo unspecified) | -1.1
CC(C)(C)c1ccccc1NC(=O)c1cccnc1 | 0.54
S=C(NCCN1CCOCC1)N/N=C/c1ccccc1 | 1.01
C=C(C)c1cccc(C(C)(C)NC(=O)N2CCCC(C)C2)c1 (stereo unspecified) | -1.33
CCC(c1nnnn1Cc1ccco1)N(CCc1ccccc1)Cc1cc2cc(C)ccc2[nH]c1=O (stereo unspecified) | -2.2
O=C(CSc1ccc2nnc(-c3ccccn3)n2n1)NCc1ccco1 | -0.0223
OC1(C2(O)CC(c3ccccc3)ON2)CCCCC1 (stereo unspecified) | 0.468
CCOC(=O)CN1C(=O)N[C@H](c2ccc(Br)cc2)C(C(C)=O)=C1C | 0.313
O=C(CC1CCS(=O)(=O)C1)Nc1ccc[nH]c1=O (stereo unspecified) | -0.42
O=C(c1noc2c1CCCC2)N1CCOCC1 | -1.51
COc1ccccc1N1CCN(C(=O)C(F)F)CC1 | -0.238
CC(=O)C(C)Oc1cc(C)cc2oc(=O)c(C)c(C)c12 (stereo unspecified) | 1.35
N#Cc1ccsc1NC(=O)CSc1ncn[nH]1 | -0.639
COc1c(F)c(F)c(C(=O)Nc2ccc(N3CCN(Cc4ccccc4)CC3)cc2)c(F)c1F | -4.17
Cc1noc(C)c1C(=O)N(CC(=O)NC1CCCC1)Cc1ccccc1F | 0.408
Cc1cc(C)cc(OC(C)c2ccnc3nc(/N=C/N(C)C)nn23)c1 (stereo unspecified) | -0.351
SMILES | Cav3 T inh
COc1ccc([C@H]2/C=C\CN(Cc3ccc(N(C)C)cc3)[C@@H](C)C(=O)N2Cc2ccc(F)cc2)cc1 | 0.938
CCN1C(=O)/C(=C2\C=Cc3ccccc3N2CC)SC1=S | 0.363
Cc1cccc(C)c1OCC(O)CN1CCC(CN2C(=O)c3cccc4cccc(c34)C2=O)CC1 (stereo unspecified) | -3.81
CNc1ccccc1-c1nc2ccccc2n(C)c1=O | -0.184
CCCCOc1ccc(/C=C2/Sc3ccccc3C2=O)cc1 | -2.04
CCN(C(=O)CN1CCN(c2ccc(OC)cc2)CC1)c1c(N)n(Cc2ccccc2)c(=O)[nH]c1=O | -0.597
CC1=C(C(=O)OCc2ccccc2)C(c2ccc3ccccc3c2)NC(=O)N1CCCCCC(=O)O (stereo unspecified) | 0.506
COc1ccc(-n2c(Cc3cccn3C)nnc2SCC(=O)NC2CCCCC2)cc1 | -1.7
COc1ccc(-c2ccc3oc(-c4ccc(OC)cc4)c(C#CCCO)c3c2)cc1 | 0.589
CCOc1ccc(CC(=O)Nc2sc(Cc3ccccc3)cc2C(N)=O)cc1OCC | 0.0198
O=Cc1cn(CC(=O)N2CCCc3ccccc32)c2ccccc12 | 0.893
CC(C)CC(=O)N1CCN(S(C)(=O)=O)CC1 | -0.0804
Nc1cc(Br)c(N)c(Br)c1 | 0.77
O=C1OCCC1Sc1nc2ccccc2s1 (stereo unspecified) | 0.168
CC(NS(=O)(=O)c1ccccc1)C(=O)Nc1ccc(S(N)(=O)=O)cc1 (stereo unspecified) | -0.379
CC(=O)c1c[nH]c(C(=O)NCC2CCCO2)c1 (stereo unspecified) | 0.519
CC1(C)CC(=O)C2=C(C1)NC(=O)CC2c1ccc(N(CCC#N)CCC#N)cc1 (stereo unspecified) | 0.812
CCCCn1nc2cc(C(=O)NC3CCc4ccccc43)ccc2c1OCC (stereo unspecified) | -0.787
COc1ccc(C(C[N+](=O)[O-])c2c(-c3ccccc3)cc3ccccn23)c(OC)c1 (stereo unspecified) | -2.25
CC(C)=CCC(C)(C)C1OCCN1C(=O)Nc1ccccc1 (stereo unspecified) | -3.29
Cc1ccc(-c2noc(CN(C(=O)CCCCCN3C(=O)c4ccccc4C3=O)C(C)C)n2)cc1 | -4.85*
O=C(Nc1ccc(Br)cc1)c1cccn1-c1ncc(C(F)(F)F)cc1Cl | -2.61
COC(=O)c1cccc(NC(=O)CSc2nnc(C)n2Cc2ccccc2)c1 | -0.735
O=S(=O)(Cc1cc(Sc2ccccc2)nc(-c2ccccc2)n1)c1ccccc1 | -3.99
CCC1(C)N(O)C(C)(C)C(c2ccc(F)cc2)=[N+]1[O-] (stereo unspecified) | 0.485
SMILES | Cav3 T inh
O=c1[nH]c(C(F)(F)F)nc2c1nnn2Cc1ccccc1F | -1.1
COc1ccc(/C=N/NC(=O)COc2ccccc2-c2ccccc2)cc1 | -2.82
Cc1ccc(C)c(-c2nc3cc(N)ccc3o2)c1 | 0.264
N#Cc1cnn2c1nc(N1CCCCC1)c1ccccc12 | 0.953
Cc1nnsc1NC(=O)OCC(C)(C)C | 0.557
COCCNC(=O)C(C)N(c1ccc(OC)cc1)S(C)(=O)=O (stereo unspecified) | -0.42
CC(C)C(=O)NNc1nc2ccccc2s1 | -0.0347
O=C(NCCc1ccccc1)c1cc(-c2ccco2)on1 | -0.0187
Cn1cccc1-c1nc2ccccc2n1Cc1ccccc1 | -4.73*
CC(C)(C)C1CCc2onc(C(=O)Nc3cccnc3)c2C1 (stereo unspecified) | -0.0939
COC(=O)CCC(=O)Nc1sc2c(c1C#N)CCCC2 | -0.217
N#Cc1nc(-c2ccco2)oc1N1CCN(c2ccccc2)CC1 | -1.81
Cn1c(=O)oc2cc(S(=O)(=O)N3CCN(Cc4ccc5c(c4)OCO5)CC3)ccc21 | -0.513
COC(=O)C1=C(C)OC(N)=C(C#N)C1c1ccccc1F (stereo unspecified) | 2.48
Cc1ccc2nc(-c3sc4nc(C)ccc4c3N)[nH]c2c1 | -2.51
CSC1=NCCN1C(=O)c1cccc(Br)c1 | 1.64
CC(C#Cc1c([C@@H](C)Oc2ccccc2)nnn1Cc1ccccc1)Oc1ccccc1 (stereo partly specified) | -2.7
Cc1ccc(C(=O)CS(C)(=O)=O)cc1 | 0.256
COc1ccc(-c2nc(SC)n(C)c(=O)c2C#N)cc1OC | 1.91
c1cc2ccc3ccc(-n4cnnn4)c4ccc(c1)c2c34 | 1
CCOC(=O)c1cccc(Nc2ncnc3ccc(C)cc23)c1 | 1.31
Cn1c(=O)c2c(-c3ccccc3)n(CCCN3CCOCC3)cc2n(C)c1=O | 0.16
COc1ccccc1OCCn1cc(C(=O)c2ccco2)c2ccccc21 | -3.54
CCn1c(=O)c(=O)n(CC)c2cc(S(=O)(=O)Nc3cccc(OC)c3)ccc21 | 1.47
CC1=C(C(=O)OCc2ccccc2)C(c2cccnc2)c2c(n(C)c(=O)n(C)c2=O)N1 (stereo unspecified) | -0.00474

18 entries already listed, ordered by formula weight, rising.
SMILES | Cav3 T inh
Cc1ccc(C(=O)CS(C)(=O)=O)cc1 | 0.256
Cc1nnsc1NC(=O)OCC(C)(C)C | 0.557
Cc1ccc(C)c(-c2nc3cc(N)ccc3o2)c1 | 0.264
N#Cc1cnn2c1nc(N1CCCCC1)c1ccccc12 | 0.953
Cn1cccc1-c1nc2ccccc2n1Cc1ccccc1 | -4.73*
COC(=O)C1=C(C)OC(N)=C(C#N)C1c1ccccc1F (stereo unspecified) | 2.48
COC(=O)CCC(=O)Nc1sc2c(c1C#N)CCCC2 | -0.217
Cc1ccc2nc(-c3sc4nc(C)ccc4c3N)[nH]c2c1 | -2.51
CC(C)(C)C1CCc2onc(C(=O)Nc3cccnc3)c2C1 (stereo unspecified) | -0.0939
CCOC(=O)c1cccc(Nc2ncnc3ccc(C)cc23)c1 | 1.31
O=c1[nH]c(C(F)(F)F)nc2c1nnn2Cc1ccccc1F | -1.1
N#Cc1nc(-c2ccco2)oc1N1CCN(c2ccccc2)CC1 | -1.81
COc1ccc(/C=N/NC(=O)COc2ccccc2-c2ccccc2)cc1 | -2.82
COc1ccccc1OCCn1cc(C(=O)c2ccco2)c2ccccc21 | -3.54
Cn1c(=O)c2c(-c3ccccc3)n(CCCN3CCOCC3)cc2n(C)c1=O | 0.16
CC1=C(C(=O)OCc2ccccc2)C(c2cccnc2)c2c(n(C)c(=O)n(C)c2=O)N1 (stereo unspecified) | -0.00474
CC(C#Cc1c([C@@H](C)Oc2ccccc2)nnn1Cc1ccccc1)Oc1ccccc1 (stereo partly specified) | -2.7
Cn1c(=O)oc2cc(S(=O)(=O)N3CCN(Cc4ccc5c(c4)OCO5)CC3)ccc21 | -0.513

Later entries.
SMILES | Cav3 T inh
CCOC(=O)c1cnc(SC)nc1Oc1cccc(NC(=O)c2ccc(Cl)cc2)c1 | -3.12
Cc1ccc(-c2cc3nc(C)cc(NCc4ccco4)n3n2)cc1 | -1.43
CC(O)c1nc2ccccc2n1CCOc1ccccc1 (stereo unspecified) | -0.854
Cc1cc(C)n(-c2ccc(C(=O)Nc3ccccc3N3CCOCC3)cc2)n1 | 0.124
CC1CCN(CC(=O)Nc2sc3c(c2C#N)CCC3)CC1 | 0.335
CN1C2CCC1/C(=C\c1ccccc1)C(=O)/C2=C\c1ccccc1 | -0.34
CCCC1(C(=O)O)NC(c2cccc(OC)c2O)C2C(=O)N(c3ccccc3)C(=O)C21 (stereo unspecified) | -0.0443
CC(C)(C)c1cc(-c2ccco2)c(C#N)c(SCC#N)n1 | -0.662
CC1CCN(c2nc(-c3ccncc3)nc3ccccc23)CC1 | -1.92
C/C(=N/NC(=O)c1ccc(NC(=O)c2ccc(F)cc2)cc1)c1ccccc1 | 0.425
O=C(CNCC1CCCO1)Nc1ccccc1-n1cccc1 (stereo unspecified) | -0.605
CSc1cccc(NC(=O)c2ccccc2N(C)S(C)(=O)=O)c1 | 0.472
CCc1ccc2c(c1)[C@]1(C(=O)N2)[C@@H]2C(=O)N(Cc3ccccc3)C(=O)[C@@H]2[C@@H]2CCCN21 | -1.46
COCCNCC(=O)NC12CC3CC(CC(C3)C1)C2 | 0.0257
Cc1nnc(Nc2ccccc2)n(N)c1=O | -0.667
CC(=O)c1cnn(-c2cc(Oc3ccc(F)cc3)ncn2)c1C | -0.109
Cn1c(=O)c2c(nc(NCc3ccc4c(c3)OCO4)n2Cc2ccccc2)n(C)c1=O | -5.98*
CCOC(=O)C1CCCN(CC(=O)Nc2c(F)c(F)c(F)c(F)c2F)C1 (stereo unspecified) | -0.468
COc1ccc(C2CC(C(F)(F)F)n3ncc(C(=O)NCC4CCCO4)c3N2)cc1OC (stereo unspecified) | 0.208
CCCCn1c(CCCNC(=O)CC)nc2ccccc21 | 1.14
CCSc1nnc(-c2ccncc2)n1Cc1ccccc1 | 1.68
COc1ccc(Cn2c(=O)c3c(nc(NCCO)n3C)n(C)c2=O)cc1 | -0.058
S=c1[nH]nc(COc2ccc3ccccc3c2)o1 | -1.09
Nn1c(SC/C=C/c2ccccc2)nnc1-c1ccccn1 | -0.154
CCOC(=O)CNC(=O)c1sc(NC(=O)c2cccc(F)c2)nc1C | 0.366
O=C1OC(Nc2ccc(Br)cc2F)c2ccccc21 (stereo unspecified) | -0.771
CCCn1c(/N=C/c2ccc3c(c2)OCO3)nc2ccccc21 | 0.741
O=c1c2ccccc2nc(CSc2nnnn2-c2ccccc2)n1-c1ccccc1 | 0.0929
N#C/C(=C\c1ccc(Oc2ccc(C(F)(F)F)cc2[N+](=O)[O-])cc1)c1nc2ccccc2[nH]1 | -0.628
CCOC(=O)N1CCN(C(=O)/C(=C/c2ccc(OC)cc2)NC(=O)c2ccccc2)CC1 | 1.03
